SENP1 inh: inhibitors of human SENP1 SUMO protease catalytic domain. Q9P0U3. recombinant SENP1 catalytic domain, CyPet-SUMO1-YPet FRET cleavage. inhibition, % at 10 µM. 360,000 compounds, 0.21% hits. AID 624204;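 active = inhibition at least 30% at 10 µM, raw YFP signal under a set limit, fluorescence ratio 0.5 to 1.5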;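 also: 0% = enzyme with DMSO and 100% = no enzyme wells; some results filed as inactive read as strong as hits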
Target sequence (Q9P0U3 419-644 limits assumed): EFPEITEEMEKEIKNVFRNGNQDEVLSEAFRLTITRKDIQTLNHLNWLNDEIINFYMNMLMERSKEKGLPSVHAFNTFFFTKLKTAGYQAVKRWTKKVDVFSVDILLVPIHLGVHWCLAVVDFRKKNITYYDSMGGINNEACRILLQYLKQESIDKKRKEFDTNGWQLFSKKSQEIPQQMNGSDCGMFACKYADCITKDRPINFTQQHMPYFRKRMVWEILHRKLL
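Material: hSENP1 catalytic domain, recombinant; medium: Tris pH 8 with BME, BSA, NP40 and catalase; compound: single concentration of 10 µM compound, 0.5% DMSO final; technique: FRET read of cyan and yellow fluorescence; timing: 50 min enzyme reaction, room temperature, light-protected; reagent: SFCypet-SUMO1-SFYpet substrate at 25 nM; control set: no-enzyme low, enzyme-DMSO high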
Apaf-1 inh: inhibitors of human Apaf-1 apoptosome; O14727; reconstituted apoptosome caspase-3 activity, DEVD-Rh110 fluorescence; inhibition, % at 20 µM; 330,000 compounds, 0.71% hits; AID 489030; active = inhibition of at least 40% at 20 µM;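 also: plate controls were DMSO wells for no effect and DEVD-CHO caspase inhibitor wells for full effect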
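detection = Rh110 fluorescence intensity | test system = biochemical Apaf-1 apoptosome reconstitution | also added = cytochrome c and DEVD-Rh110 substrate | schedule = 30 min plus 50 min, RT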
HKDC1 inhibitor: HKDC1 (human) hexokinase inhibition; Q2TB90; recombinant HKDC1, G6PDH/diaphorase resazurin coupled fluorescence; inhibition, % at 20 µM; 340,000 compounds, 0.16% hits;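 active = inhibition above about 35% when tested at 20 µM, limit read from the data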;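 also: plate controls were DMSO wells with enzyme for no effect and DMSO wells lacking enzyme for full effect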
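Test system: recombinant HKDC1 (HK5) hexokinase enzyme, produced in-house; Amount: enzyme 5 µg/mL final; Buffer or medium: Tris pH 8.0 buffer with MgCl2, Tween-20, BSA, BME; Reagent: glucose and ATP substrates; Doses: 20 µM test compound, 1% DMSO; Incubation: 90 min reaction incubation at room temperature, dark; Detection: resorufin fluorescence at 613 nm.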
PfGluPho inh: PfG6PD (Plasmodium falciparum) enzyme inhibition | PfGluPho enzyme, NADPH resazurin-diaphorase fluorescence | inhibition, % at 20 µM | 350,000 compounds, 0.78% hits;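 active = inhibition reaching at least a set limit at 20 µM in the primary screen, cut at about 59% in these data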;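 also: 0% = DMSO wells with substrate and 100% = DMSO wells lacking glucose-6-phosphate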
SENP6 block: inhibitors of human SENP6 protease; AID 2599; 330,000 compounds, 1.8% hits; Recombinant SENP6 catalytic domain, aminoluciferin luminescence; inhibition, % at 10 µM; Q9GZR1;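 active = inhibition above about 50% at the single tested dose, limit read from the data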;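 also: plate controls were DMSO wells with enzyme for no effect and DMSO wells lacking enzyme for full effect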
Target sequence (Q9GZR1 628-1112 limits assumed): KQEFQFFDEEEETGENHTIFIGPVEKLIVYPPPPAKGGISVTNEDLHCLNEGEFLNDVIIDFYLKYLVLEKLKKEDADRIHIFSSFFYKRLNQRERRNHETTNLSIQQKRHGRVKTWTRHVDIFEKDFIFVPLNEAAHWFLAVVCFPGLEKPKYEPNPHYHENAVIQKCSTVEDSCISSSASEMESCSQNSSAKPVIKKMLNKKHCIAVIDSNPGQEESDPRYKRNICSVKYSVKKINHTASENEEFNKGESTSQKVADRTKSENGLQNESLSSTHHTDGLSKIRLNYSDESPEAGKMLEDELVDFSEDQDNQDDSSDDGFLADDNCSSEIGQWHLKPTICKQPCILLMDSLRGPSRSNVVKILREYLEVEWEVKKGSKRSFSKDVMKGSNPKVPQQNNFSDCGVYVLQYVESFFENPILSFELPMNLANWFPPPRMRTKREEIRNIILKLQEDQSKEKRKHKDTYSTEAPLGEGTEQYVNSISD
SENP7 block: inhibitors of human SENP7 protease; Q9BQF6; inhibition, % at 5 µM; AID 434973; recombinant SENP7, Z-RLRGG-aminoluciferin luminescence, 40 min; 330,000 compounds, 1.5% hits;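 active = inhibition above about 50% at the single test dose, limit read from the data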;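 also: plate controls were DMSO with enzyme for no effect and no enzyme buffer wells for full effect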
SENP8 block-1: blocks the human protease SENP8; 330,000 compounds, 1.2% hits; Q96LD8; purified SENP8, Z-RLRGG-aminoluciferin cleavage, luminescence; AID 2540; inhibition, % at 10 µM; in the data active = inhibition above about 50%
Target sequence (Q96LD8 whole entry, looked up): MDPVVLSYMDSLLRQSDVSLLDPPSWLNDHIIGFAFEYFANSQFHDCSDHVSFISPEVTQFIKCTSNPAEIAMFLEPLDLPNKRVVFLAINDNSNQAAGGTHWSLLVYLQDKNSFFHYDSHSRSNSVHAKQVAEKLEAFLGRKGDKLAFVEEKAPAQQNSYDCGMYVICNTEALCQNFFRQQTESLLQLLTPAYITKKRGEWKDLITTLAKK
SENP8 block-2: SENP8 (human) protease inhibition; recombinant SENP8, Nedd8 substrate fluorescence; AID 602440; 360,000 compounds, 0.64% hits; inhibition, % at 20 µM; Q96LD8; in the data active = inhibition mostly above about 40%, no sharp cut-off; inactive = mostly below about 27%
* marks the source's active call; other numbers are inactive results; nt = no result given.

1) Cc1nn(Cc2ccccc2Cl)c2sc(C(=O)NCc3ccc4c(c3)OCO4)cc12
2) Cc1ccc(Nc2nc(N)c([N+](=O)[O-])c(NCc3ccco3)n2)cc1C
3) CCc1ccccc1NC(=O)c1cccc(NC(=O)/C=C/c2ccco2)c1
4) NS(=O)(=O)c1ccc(CCNC(=O)C2CCCCC2)cc1
5) CCN(CC(=O)Nc1ccc(NC(C)=O)cc1)C(=O)Cc1c(Cl)cccc1Cl
6) COc1ccccc1NC(=O)c1cc(-c2ccc(OC)c(OC)c2)nc2ccccc12
7) CCOc1ccc(C(=O)c2ccc([N+](=O)[O-])cc2Cl)cc1
8) O=c1n(-c2ccccc2)c(=O)n2n1CCCC2
9) COc1ccc(OCC(=O)N/N=C/c2cccc3cccnc23)cc1
10) CC(=O)c1ccc(C(=O)N2CCCC(Nc3ccccc3)C2)s1 (stereo not drawn)

Compound	1	2	3	4	5	6	7	8	9	10
SENP1 inh	-2	0	-3	1	0	0	2	4	1	0
Apaf-1 inh	2	2	10	-11	-3	9	9	0	-2	9
HKDC1 inhibitor	-8	3	-13	-11	4	-5	-6	-14	-7	-2
PfGluPho inh	-7	35	28	-7	-6	-3	-5	-10	3	9
SENP6 block	15	5	-13	5	11	5	-6	-8	-2	-12
SENP7 block	3	0	-4	-4	0	5	1	-18	6	6
SENP8 block-1	-4	3	-4	8	-3	-2	-14	-2	8	0
SENP8 block-2	20	18	-1	22	5	-214	6	16	-4	3

11) C=CCSc1nc2c(c(=O)[nH]1)C(C(C)C)C(C#N)=C(N)O2 (stereo not drawn)
12) COc1ccc(CCn2c(=S)[nH]c3ccc(N4CCOCC4)cc3c2=O)cc1OC
13) C[n+]1ccccc1/C=C/c1ccc(F)c(F)c1
14) CCOc1cccc(CN(CC)CC2CCCN(CCc3cccc(OC)c3)C2)c1O (stereo not drawn)
15) OC(c1ccccc1)C1CN(Cc2ccccc2)CCC1(O)c1ccccc1 (stereo not drawn)
16) COc1cc(/C=N/NC(=O)c2ccncc2)ccc1OC(=O)c1ccco1
17) CCOc1ccsc1C(=O)O
18) O=S(=O)(NC1CCCCC1N1CCOCC1)c1ccc(Cl)cc1 (stereo not drawn)
19) CC(C)(C)Cc1nc(-c2ccc(Cl)cc2)no1
20) CCOCCCNC(=O)C(Cc1ccccc1)NS(=O)(=O)c1ccc2c(c1)c(=O)n(C)c(=O)n2C (stereo not drawn)

Compound	11	12	13	14	15	16	17	18	19	20
SENP1 inh	-8	-70	1	-3	4	5	0	-35	3	1
Apaf-1 inh	-1	-9	-1	17	0	10	5	-5	5	6
HKDC1 inhibitor	-1	-1	8	-2	-5	-5	1	-12	-4	-11
PfGluPho inh	-13	20	-6	27	3	-5	0	7	-4	-16
SENP6 block	-11	-4	13	-5	-2	-13	-31	7	-21	-5
SENP7 block	1	6	5	9	6	-1	3	-5	3	1
SENP8 block-1	-10	-1	0	-9	3	-7	-2	6	-12	-4
SENP8 block-2	-3	-436	5	28	17	6	12	7	4	7

21) O=c1cc(N2CCCCC2)c(-c2ccccc2)n[nH]1
22) CC(C)CC(=O)Nc1nnc(S(=O)(=O)N2CCCCCC2)s1
23) CCCCCCCN1CCN=C1Nc1ccccc1
24) Cc1cc2nncn2c(Cc2ccccc2)n1
25) COc1ccc(/C=N/NC(=O)c2ccc(=O)[nH]n2)cc1OC
26) CCN1CCN(c2ccc(S(=O)(=O)N3CCOCC3)cc2NC(=O)c2ccccc2OC(F)F)CC1
27) O=C1Nc2ccccc2/C1=C/C(=O)c1cccs1
28) COc1ccc(NC(=O)CCCNS(=O)(=O)c2cccs2)cc1
29) O=C(CN1C(=O)/C(=C2\SC(=S)N(CCS(=O)(=O)O)C2=O)c2ccccc21)Nc1cccc(Br)c1
30) CCC(CC)c1nc2ccccc2c(=O)[nH]1

Compound	21	22	23	24	25	26	27	28	29	30
SENP1 inh	-1	1	2	2	2	0	2	0	1	-1
Apaf-1 inh	10	-16	-1	-1	-4	10	3	5	nt	6
HKDC1 inhibitor	-6	-2	-3	-6	-9	3	5	8	58*	9
PfGluPho inh	11	5	-6	-3	-6	13	1	0	24	-12
SENP6 block	6	-14	3	2	-1	-6	-12	3	nt	-21
SENP7 block	0	-4	-2	16	-1	-10	-4	7	nt	-1
SENP8 block-1	2	12	-1	-10	-9	0	1	2	nt	-11
SENP8 block-2	2	-6	13	27	19	6	9	4	11	9

31) CN(CC(=O)NCCN1CCCCCC1)S(=O)(=O)c1cccc2nsnc12
32) COCCc1ncc(CN2CCC(C(=O)Nc3cccc(-c4cscn4)c3)CC2)cn1
33) Cc1ccc2nc(NC(=O)C3CCN(C(=O)c4ccc(F)cc4)CC3)sc2c1
34) CC(=O)Nc1ccc(S(=O)(=O)Nc2ccc3nc(C)sc3c2)cc1
35) Cc1ccc(CC(=O)O/N=C(\N)c2ccccn2)cc1
36) C=CCNc1nc(N)c(C(=O)Nc2cc(C)on2)s1
37) COc1ccc(C2/C=C\CN(Cc3ccncc3)CC(=O)N2Cc2ccc(F)cc2)cc1 (stereo not drawn)
38) CC(C)(C)NC(=O)c1ccc2c(c1)N(CC(=O)N1CCCC1)C(=O)C(C)(C)O2
39) Cc1c(Cc2ccccc2)c(=O)oc2cc(OCC(=O)N3CCC(C(=O)O)CC3)ccc12
40) CCSC1=NCCN1S(=O)(=O)c1ccccc1

Compound	31	32	33	34	35	36	37	38	39	40
SENP1 inh	3	1	0	3	5	1	0	0	2	-1
Apaf-1 inh	7	-7	25	1	1	-17	6	-19	-9	9
HKDC1 inhibitor	2	-3	-3	0	-1	-6	-5	-4	-2	3
PfGluPho inh	-15	-4	16	-20	5	3	-19	0	1	18
SENP6 block	3	-15	-2	5	39	2	-6	17	-8	10
SENP7 block	5	14	-1	4	36	0	3	0	-4	4
SENP8 block-1	2	-9	10	2	21	-8	-4	5	-3	2
SENP8 block-2	34	16	1	1	12	11	-8	15	-187	12

No new results follow: nine of the compounds above.
32) COCCc1ncc(CN2CCC(C(=O)Nc3cccc(-c4cscn4)c3)CC2)cn1
33) Cc1ccc2nc(NC(=O)C3CCN(C(=O)c4ccc(F)cc4)CC3)sc2c1
34) CC(=O)Nc1ccc(S(=O)(=O)Nc2ccc3nc(C)sc3c2)cc1
35) Cc1ccc(CC(=O)O/N=C(\N)c2ccccn2)cc1
36) C=CCNc1nc(N)c(C(=O)Nc2cc(C)on2)s1
37) COc1ccc(C2/C=C\CN(Cc3ccncc3)CC(=O)N2Cc2ccc(F)cc2)cc1 (stereo not drawn)
38) CC(C)(C)NC(=O)c1ccc2c(c1)N(CC(=O)N1CCCC1)C(=O)C(C)(C)O2
39) Cc1c(Cc2ccccc2)c(=O)oc2cc(OCC(=O)N3CCC(C(=O)O)CC3)ccc12
40) CCSC1=NCCN1S(=O)(=O)c1ccccc1

Compound	32	33	34	35	36	37	38	39	40
SENP1 inh	1	0	3	5	1	0	0	2	-1
Apaf-1 inh	-7	25	1	1	-17	6	-19	-9	9
HKDC1 inhibitor	-3	-3	0	-1	-6	-5	-4	-2	3
PfGluPho inh	-4	16	-20	5	3	-19	0	1	18
SENP6 block	-15	-2	5	39	2	-6	17	-8	10
SENP7 block	14	-1	4	36	0	3	0	-4	4
SENP8 block-1	-9	10	2	21	-8	-4	5	-3	2
SENP8 block-2	16	1	1	12	11	-8	15	-187	12

Going on with the list.
41) CCc1ccc(NC(=O)C(=O)NCC2CCCN2S(=O)(=O)c2ccccc2)cc1 (stereo not drawn)
42) CC1(C)C2(C#N)C(N)=NC3(OCCO3)C12C#N (stereo not drawn)
43) COc1ccccc1N1CCN(C2CCN(C(=O)COc3cccc(C)c3)CC2)CC1
44) Cc1[nH]c(=S)[nH]c(=O)c1Cc1ccc(OCC(C)C)cc1
45) CCSC1=NC2(CCCCC2)Nc2sc3c(c21)CCCC3
46) COc1cc(CCC(=O)OCC(N)=O)cc(OC)c1OC
47) COc1ccccc1NS(=O)(=O)c1ccc(C(=O)NCCCN2CCCC2=O)cc1
48) COc1ccc(Oc2coc3c(CN4CCOCC4)c(O)ccc3c2=O)cc1
49) CC1(C)Cc2ccccc2-c2nnc(C(F)(F)F)n21
50) O=C(CCCN1C(=O)c2cccnc2C1=O)Nc1ccc(Br)cc1

Compound	41	42	43	44	45	46	47	48	49	50
SENP1 inh	-5	2	1	2	-2	1	4	2	0	2
Apaf-1 inh	8	-4	8	3	16	-14	-3	-8	8	-12
HKDC1 inhibitor	-1	1	-11	-9	13	-1	-5	2	-2	-3
PfGluPho inh	10	-12	-5	11	51	-15	1	5	-18	-4
SENP6 block	5	4	-17	-7	-5	15	-20	2	-8	-33
SENP7 block	1	2	-5	2	-3	-4	-7	-2	5	0
SENP8 block-1	4	-3	-3	1	3	-10	0	0	-5	-4
SENP8 block-2	14	23	8	12	-34	16	5	-302	-2	5

51) O=[N+]([O-])c1cccc(N=Cc2sc3ccccc3c2O)c1
52) CC1(C)C2CC[C@]3(C)C(CC=C4[C@@H]5C[C@](C)(CO)CC[C@]5(C(=O)O)CC[C@]43C)[C@@]2(C)CC[C@@H]1O (stereo partly drawn)
53) COc1ccc(-c2[nH]ncc2C2N=C(N)Nc3nc4ccccc4n32)cc1 (stereo not drawn)
54) CC1(C)CC(c2nc(-c3ccccc3)cs2)CCS1 (stereo not drawn)
55) CC1CC(C)CN(S(=O)(=O)c2ccc3c(c2)oc(=O)n3CC(=O)N(C)Cc2ccccc2)C1 (stereo not drawn)
56) O=C(CCNC(=O)c1ccc(Cl)cc1)NC1CCCCCC1
57) Cc1nnc(SCC(=O)N2CCC(C(N)=O)CC2)s1
58) CN(C)CCCN(C(=O)c1cccc(N2C(=O)CCC2=O)c1)c1nc2cc3c(cc2s1)OCO3
59) Cc1ccc(C(=O)Oc2ccccc2N2CCOCC2)cc1
60) CCOC(=O)N1CCC(Nc2ncnc3c2cnn3-c2ccc(Cl)cc2)CC1
61) Cc1cc(C)c(C)c(S(=O)(=O)NCCCn2ccnc2)c1C
62) COc1ccc(N(CC(=O)NC2CCCCC2)C(=O)CNC(=O)c2ccco2)c(OC)c1
63) O=C(NNc1c2ccccc2nc2ccccc12)c1ccccc1Cl

Compound	51	52	53	54	55	56	57	58	59	60	61	62	63
SENP1 inh	nt	3	-1	1	2	0	0	1	4	-5	-4	-3	-7
Apaf-1 inh	5	-2	-14	13	7	2	-3	4	-9	nt	0	16	17
HKDC1 inhibitor	nt	-2	-3	2	-11	-4	-7	2	-4	-2	-3	-3	-2
PfGluPho inh	nt	-16	-3	9	2	-1	-22	21	3	-7	0	-12	-13
SENP6 block	-20	0	-5	4	-7	-12	7	-16	-10	nt	3	-7	1
SENP7 block	-14	5	9	2	-13	-1	4	-2	-6	nt	-2	7	4
SENP8 block-1	-24	-10	-6	4	-7	-1	-6	-18	-6	nt	-8	3	-9
SENP8 block-2	nt	-1	-1	12	8	0	11	12	8	2	6	27	7

High-throughput results from PubChem.
